# RGS4 block – RGS4 inhibitors, primary screen, cell-based, HEK293 M3R inducible RGS4, calcium flux. AID 463165, 2010. Regulator of G-protein signaling 4 (Homo sapiens), P49798. hit rate 0.45% among 310,000. Fluo-4 calcium flux; active compounds read high; triggered by carbachol at its EC20. B-score at 10 µM;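 active means B-score, a plate-corrected calcium signal, over three deviations above library mean, with baseline fluorescence within five deviations of library mean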;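 further: RGS4 expression induced by doxycycline in cells with stable M3 receptor; B-score is computed from the integrated fluorescence ratio over baseline after carbachol; higher B-score means a larger calcium signal and so more RGS4 inhibition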
# TRPC6 act – mouse TRPC6 channel activators, primary screen, cell-based, HEK293, membrane potential dye | HEK293-TRPC6 membrane potential dye fluorescence; active compounds read high | B-score at 10 µM | hit rate 0.13% among 310,000 | AID 2550, 2010;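 active means B-score of the integrated fluorescence ratio above library mean plus 3 SD, and starting fluorescence ratio within library mean plus 5 SD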;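 further: higher score means more depolarization so channel activation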
# TRPC6 inh – mouse TRPC6 channel inhibitors, primary screen, cell-based, HEK293, membrane potential dye; Short transient receptor potential channel 6 (Mus musculus), Q61143; ACh-evoked depolarization; active compounds read low; B-score at 10 µM; hit rate 1.1% among 310,000;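 active means B-score under library mean minus 3 SD, initial fluorescence not abnormally high, positive integrated signal ratio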;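 further: B-score derived from integrated fluorescence ratio over the kinetic read; more negative B-score means stronger inhibition of depolarization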
# ANO1 block – TMEM16A chloride channel inhibitors, primary screen, cell-based, HTS; hit rate 1.2% among 310,000; normalized B-score (activity score, 25-100; higher = stronger inhibition) at 10 µM; HEK293 TMEM16A/YFP iodide influx fluorescence, ionomycin; Anoctamin-1 (Mus musculus), Q8BHY3;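 active means ratio plate-corrected score three or more library SD toward inhibition, starting fluorescence score within five deviations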;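 further: score derived from kinetic fluorescence span divided by baseline fluorescence per well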
# Target sequence (Q8BHY3 whole entry, looked up): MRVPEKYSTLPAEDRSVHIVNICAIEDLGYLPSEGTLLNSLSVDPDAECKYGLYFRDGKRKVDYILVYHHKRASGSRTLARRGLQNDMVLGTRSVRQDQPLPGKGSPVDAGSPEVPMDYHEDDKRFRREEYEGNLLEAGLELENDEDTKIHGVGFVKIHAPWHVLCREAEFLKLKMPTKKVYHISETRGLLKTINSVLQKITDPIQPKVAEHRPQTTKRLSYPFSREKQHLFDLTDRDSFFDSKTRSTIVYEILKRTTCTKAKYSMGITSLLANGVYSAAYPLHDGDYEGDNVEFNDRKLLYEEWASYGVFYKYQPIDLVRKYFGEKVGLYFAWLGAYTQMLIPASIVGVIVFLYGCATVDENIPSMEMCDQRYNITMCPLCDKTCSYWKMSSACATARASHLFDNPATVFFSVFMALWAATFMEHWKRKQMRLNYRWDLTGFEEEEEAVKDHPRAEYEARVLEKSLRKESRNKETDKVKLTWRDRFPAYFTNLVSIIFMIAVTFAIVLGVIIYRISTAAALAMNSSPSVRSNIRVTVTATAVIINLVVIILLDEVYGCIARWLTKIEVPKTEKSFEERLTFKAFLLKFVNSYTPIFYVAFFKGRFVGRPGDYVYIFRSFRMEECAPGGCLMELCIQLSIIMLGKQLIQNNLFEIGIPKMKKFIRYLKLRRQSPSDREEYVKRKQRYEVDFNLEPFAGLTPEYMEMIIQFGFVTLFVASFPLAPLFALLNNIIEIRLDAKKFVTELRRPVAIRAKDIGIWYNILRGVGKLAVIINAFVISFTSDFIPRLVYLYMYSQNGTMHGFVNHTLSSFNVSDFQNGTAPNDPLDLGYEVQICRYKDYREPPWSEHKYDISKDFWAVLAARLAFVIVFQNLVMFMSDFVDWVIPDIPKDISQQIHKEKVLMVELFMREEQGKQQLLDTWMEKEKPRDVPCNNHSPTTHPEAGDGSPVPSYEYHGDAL
# MrgX1 antagonist – antagonists of human MrgX1 receptor, primary screen, HEK293 cells, Fluo-4 calcium flux; BAM8-22 antagonism; active compounds read low; B-score at 10 µM; hit rate 1.3% among 310,000; AID 588676, 2011;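 active means calcium-response B-score plate-corrected more than 3 library SD below zero, starting fluorescence within 5 deviations, no agonist response on first addition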;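 further: peak minus trough fluorescence over baseline after final BAM8-22 challenge near maximal dose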
# TRPC4 block – inhibitors of mouse TRPC4 channel, primary screen, Fluo4 calcium, HEK293 TRPC4beta/mu-opioid cells; Short transient receptor potential channel 4 (Mus musculus), Q9QUQ5; DAMGO-evoked Fluo4 calcium flux; active compounds read low; B-score at 10 µM; hit rate 0.39% among 300,000;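 active means B-score over 3 SD under the library average, no early fluorescence shift, positive overall ratio signal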
#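 Test system – stable TRPC4beta/mu-opioid receptor HEK293 cells · Probe or stimulus – DAMGO, a submaximal dose followed by a maximal one · Dosing – one concentration per compound · Signal – Fluo4 calcium fluorescence by kinetic imaging, 5 s 1 Hz baseline · Evaluation – per-well B score of integrated baseline-normalized Fluo4 ratio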
# MrgX1 agonist – agonists of human MrgX1 receptor, primary screen, HEK293 cells, Fluo-4 calcium flux. Fluo-4 calcium fluorescence, agonist mode; active compounds read high. Mas-related G-protein coupled receptor member X1 (Homo sapiens), Q96LB2. B-score at 10 µM. hit rate 0.44% among 310,000;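 active means calcium response B-score plate-corrected fluorescence ratio at least 3 library SD, with starting fluorescence B-score inside 5 SD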
#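 Test system: HEK293 cells stably expressing human MrgX1 receptor; amount: 15,000 cells per well; doses: compound delivered in addition one of three; times: overnight plating before 1 h dye loading; detection: Fluo-4 NW calcium-flux fluorescence, kinetic read; read-out basis: B-scored fluorescence response ratio; controls: positive and negative controls per plate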
# TRPC4 potent – positive allosteric modulators of TRPC4, primary screen, cell-based, mouse TRPC4beta, HEK293 mu-opioid, Fluo-4 calcium; Short transient receptor potential channel 4 (Mus musculus), Q9QUQ5; DAMGO EC20, Fluo-4 Ca2+ flux; active compounds read high; B-score at 10 µM; hit rate 0.42% among 310,000;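 active means B-score of calcium response area above 5 SD of library B-scores, with initial fluorescence ratio within 5 SD of library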;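 further: B-score of integrated fluorescence ratio over time as area under calcium response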
# MrgX1 PAM – positive allosteric modulators of MrgX1, primary screen, HEK293 cells, Fluo-4 calcium flux; FDSS; active compounds read high; B-score at 10 µM; hit rate 0.63% among 310,000; AID 588675, 2011;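 active means plate-corrected calcium response at least 3 library SD above typical, normal starting fluorescence, not activating the receptor alone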;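 further: compound read alongside a low EC10 to EC30 dose of BAM8-22 agonist; peak minus trough fluorescence over baseline measured at the second addition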
# TRPC4 act – activators of mouse TRPC4 channel, primary screen, Fluo4 calcium, HEK293 TRPC4beta/mu-opioid cells | Short transient receptor potential channel 4 (Mus musculus), Q9QUQ5 | Fluo4 calcium fluorescence; active compounds read high | B-score at 10 µM | hit rate 0.49% among 310,000 | AID 2237, 2010;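 active means B-score above 5 SD of library B-scores, and initial fluorescence ratio not above library mean plus 5 SD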;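 further: positive B-score marks a calcium rise read as TRPC4 activation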
#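 Assay system: HEK293 stable line with TRPC4beta plus mu-opioid receptor. Times: dye 45 min RT, read 110 s. Measured by: kinetic Fluo4 calcium fluorescence. Measure: B score of integrated ratio. Controls: assay buffer as low control, maximal DAMGO as high control.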
# TMEM16A act – TMEM16A chloride channel activators or potentiators, primary screen, cell-based, HTS. Anoctamin-1 (Mus musculus), Q8BHY3. HEK293 TMEM16A/YFP-H148Q/I152L, iodide quench fluorescence; active compounds read low. B-score at 10 µM. hit rate 0.3% among 340,000. AID 623877, 2012;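 active means fluorescence-ratio B-score plate-corrected deviation score at least 3 library SD below zero, with starting fluorescence score within 5 deviations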;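 further: channel opened by trigger with iodide after compound preincubation; score built on the fluorescence ratio of max minus min over baseline; more negative score means more quench and so TMEM16A activation or potentiation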
# * hit, by the source's call; i = inactive; . = no result given.
SMILES,RGS4 block,TRPC6 act,TRPC6 inh,ANO1 block,MrgX1 antagonist,TRPC4 block,MrgX1 agonist,TRPC4 potent,MrgX1 PAM,TRPC4 act,TMEM16A act
O=C(Nc1cc(S(=O)(=O)N2CCOCC2)ccc1N1CCOCC1)c1cnccn1,i,i,i,i,-4.8*,i,i,i,i,i,i
Cn1c(=O)oc2cc(C(=O)c3ccccc3)ccc21,i,i,i,i,i,i,i,i,i,i,i
CCN1CCN(c2cc(C)c3cc(NC(=S)N4CC(C)CC(C)C4)ccc3n2)CC1 (configuration not stated),i,i,i,.,.,i,.,i,.,i,i
O=C(CSc1nc2ccccc2nc1N1CCCC1)Nc1ccc(Cl)cc1,i,i,i,i,i,i,i,i,i,i,i
COc1ccc(C=O)cc1COc1ccc(C)cc1[N+](=O)[O-],i,i,i,i,i,i,i,i,i,i,i
Nc1ccc(S(=O)(=O)NC2(C(F)(F)F)NC(=O)N(Cc3ccccc3)C2=O)cc1 (configuration not stated),i,i,i,i,i,i,i,i,i,i,i
CSCCC(C)N1CCC(Oc2ccc(C(=O)N3CCCC3)cc2)CC1 (configuration not stated),i,i,i,i,i,i,i,i,i,i,i
O=C1CN(C(=O)COC(=O)CNC(=O)c2ccccc2)c2ccccc2N1,i,i,i,i,i,i,i,i,i,i,i
CN(C)C(=O)c1ccc(OCC(F)(F)F)nc1,i,i,i,i,i,i,i,i,i,i,i
CSc1cccc(NC(=O)C2CCCN(S(=O)(=O)c3ccc(F)cc3)C2)c1 (configuration not stated),i,i,i,i,-6.5*,i,i,i,i,i,i
COc1ccc(Oc2nnc(C)c3ccccc23)cc1,i,i,i,i,i,i,i,i,i,i,i
CCOC(=O)c1cccc(NC(=O)CSc2nc(N)cc(N)n2)c1,i,i,i,i,-7.7*,i,i,i,i,i,i
COc1ccc(-c2noc(CSc3nnc(Cc4ccccc4)n3-c3ccc(Cl)cc3)n2)cc1,i,i,i,i,i,i,i,i,i,i,i
COc1ccc(CN2CCN(C3CCOCC3)CC2CCO)c(C)c1C (configuration not stated),i,i,i,i,i,i,i,i,i,i,i
CN(CC(=O)Nc1ccccc1F)Cc1cccs1,i,i,i,i,i,i,i,i,i,i,i
Cc1nc(SCC(N)=O)c(C#N)c(C)c1C,i,i,i,i,i,i,i,i,i,i,i
Cc1ccc(NC(=O)COc2cccnc2[N+](=O)[O-])cc1S(=O)(=O)N1CCOCC1,i,i,i,i,i,i,i,i,i,i,i
Cc1cccc(-c2ncc(CN3CCN(CCC(C)C)C(CCO)C3)cn2)c1 (configuration not stated),i,i,i,i,i,i,i,i,i,i,i
COc1ccc(OC/C(O)=C(\C#N)c2nc3ccccc3[nH]2)cc1,i,i,i,i,i,i,i,i,i,i,i
Cc1cc(C)n2nc(C(=O)OCC(=O)Nc3ccc(F)cc3F)nc2n1,i,i,i,i,i,i,i,i,i,i,i

# Part of the list above, showing only RGS4 block and MrgX1 antagonist:
Structure	RGS4 block	MrgX1 antagonist
Cc1ccc(NC(=O)COc2cccnc2[N+](=O)[O-])cc1S(=O)(=O)N1CCOCC1	i	i
COc1ccc(-c2noc(CSc3nnc(Cc4ccccc4)n3-c3ccc(Cl)cc3)n2)cc1	i	i

# (continued)
SMILES,RGS4 block,TRPC6 act,TRPC6 inh,ANO1 block,MrgX1 antagonist,TRPC4 block,MrgX1 agonist,TRPC4 potent,MrgX1 PAM,TRPC4 act,TMEM16A act
FC(F)(F)c1cccc(NC(=S)NCc2ccc(Cl)cc2)c1,i,i,i,i,i,i,i,i,i,i,i
CCOC(=O)c1c(NC(=O)CSc2nnc(-c3cccnc3)o2)sc2c1CCC2,i,i,i,i,i,i,i,i,i,i,i
O=C(c1cc(COc2c(F)cccc2F)on1)N1CCSCC1,i,i,i,i,i,i,i,i,i,i,i
Cc1ccsc1C(=O)N/N=C/c1ccc([N+](=O)[O-])cc1,i,i,i,i,i,i,i,i,i,i,i
COCCNC(=O)C(c1cccnc1)N(Cc1ccccc1)C(=O)Cn1nnc2ccccc21 (configuration not stated),i,i,i,i,i,i,i,i,i,i,i
O=[N+]([O-])c1ccc(NC(=S)NCCc2ccc(Cl)cc2)cc1,i,i,i,100*,-6*,.,i,i,i,i,i
CC(=O)N1CCN(c2ccc(NCc3ccc4c(c3)OCO4)cc2)CC1,i,i,i,i,i,i,i,i,i,i,i
COC(=O)CSc1nc2nc(C)cc(C)n2n1,i,i,i,i,i,i,i,i,i,i,i
COc1cc2c(cc1OC)CN(S(=O)(=O)c1cccs1)CC2,i,i,i,i,i,i,i,i,i,i,i
Cc1ccc2occ(C3N[C@H](C(=O)O)CS3)c(=O)c2c1 (some centres not stated),i,i,i,i,i,i,i,i,i,i,i
NC(=O)C1CCN(C(=O)CSc2nc3ccccc3s2)CC1,i,i,i,i,i,i,i,i,i,i,i
CCN1C(=S)SC(=O)C1=C1C=C(C)N(CCO)C(C)=C1,i,40*,i,i,i,i,38*,i,i,47*,i
Cc1c(-n2c(SCC(=O)NC(C)C)nc3ccccc3c2=O)c(=O)n(-c2ccccc2)n1C,i,i,i,i,i,i,i,i,i,i,i
Cc1c(NC(=O)c2cc3nc(-c4ccccc4)cc(C)n3n2)c(=O)n(-c2ccccc2)n1C,i,i,i,i,i,i,i,i,i,i,i
Oc1ccccc1Cn1c(-c2ccccc2O)nc2ccccc21,i,i,i,i,i,i,i,i,i,i,i
CC(CCc1ccco1)NC(=O)Cn1nc(Cc2ccncc2)c2ccccc2c1=O (configuration not stated),i,i,i,i,i,i,i,i,i,i,i
Cc1ccc(OCc2ccoc2C(=O)O)cc1C,i,i,i,i,i,i,i,i,i,i,i
COc1ccc(NC(=O)CNc2cccc(C#N)c2)cc1Cl,i,i,i,i,i,i,i,i,i,i,i
CCCCNc1c(NC(C)=O)c(=O)oc2ccccc12,i,i,i,i,i,i,i,i,i,i,i
Cc1ccc(S(=O)(=O)NNC(=O)NC23CC4CC(CC(C4)C2)C3)cc1,i,i,i,i,i,i,28*,i,i,i,i
COc1ccccc1Nc1nnc(SCC(=O)Nc2nc(-c3ccc(F)cc3)cs2)s1,i,i,i,i,i,i,i,i,i,i,i
COc1ccc(CSCC(=O)Nc2ccccc2)cc1[N+](=O)[O-],i,i,i,i,i,i,i,i,i,i,i
O=c1[nH]ncc(NCCCO)c1Cl,i,i,i,i,i,i,i,i,i,i,i
CCOC(=O)c1cc2c(n(-c3ccc(C)cc3)c1=O)CCCC2=O,i,i,i,i,i,i,i,i,i,i,i
Cc1[nH]c2ccc(C(=O)NCc3ccccn3)cc2c1C,i,i,i,i,i,i,i,i,i,i,i
Cc1c(Cl)c([N+](=O)[O-])nn1CCCC(=O)Nc1ccc(Cl)cc1Cl,i,i,i,i,i,i,i,i,i,i,i
CC1Cc2ccccc2N1C(=O)CSc1nc(-c2ccco2)cc(C(F)(F)F)n1 (configuration not stated),i,i,i,i,i,i,i,i,i,i,i
COc1ccc(CN2CCC(Oc3cc(C(=O)NC4CC4)ccc3OC)CC2)c(O)c1,i,i,i,i,i,i,i,i,i,i,i
O=C(O)c1cccc(-n2cccc2/C=C2/NC(=O)N(c3cccc(Cl)c3)C2=O)c1,i,i,i,i,i,i,i,i,i,i,i
Cc1nc2ccc(C(=O)OCc3ccccc3Br)cc2nc1C,i,i,i,i,i,i,i,i,i,i,i
O=C(C1COc2ccccc2O1)N1CCN(c2nc3ccc([N+](=O)[O-])cc3s2)CC1 (configuration not stated),i,i,i,i,i,i,i,i,i,i,i
Cc1cc2ncc(-c3ncc(C(F)(F)F)cc3Cl)cn2n1,i,i,i,i,i,i,i,i,i,i,i
CC(Oc1ccccc1)C(=O)N=Nc1c(O)[nH]c2ccc([N+](=O)[O-])cc12 (configuration not stated),i,i,i,i,i,i,i,i,i,i,i
CCOc1ccc(C2/C(=C(/O)c3ccc4c(c3)CC(C)O4)C(=O)C(=O)N2CCCn2ccnc2)cc1OCC (configuration not stated),i,i,i,i,i,i,i,i,i,i,i
CCc1nnc(NS(=O)(=O)c2ccc(N/C=C\C(=O)c3ccc4ccccc4c3)cc2)s1,i,i,i,i,i,i,i,i,i,i,i
COc1ccc(C(=O)N2CCC(C(=O)c3ccc(F)cc3)CC2)cc1,i,i,i,i,i,i,i,i,i,i,i
CCN(Cc1ccccc1)S(=O)(=O)c1c(C(=O)N2CCCC2)c(C)n(C)c1C,i,i,i,i,i,i,i,i,i,i,i
CCOC(=O)C1CCN(c2cc3c(cc2NC(=O)c2ccccc2Br)n(C)c(=O)n3C)CC1,i,i,i,i,i,i,i,i,i,i,i
CSc1cnc2c(=O)[nH]c(=O)n(C)c2n1,i,i,i,i,i,i,i,i,i,i,i
COC(=O)COc1ccc(S(=O)(=O)NCc2cccnc2)cc1,i,i,i,i,i,i,i,i,i,i,i
O=S(=O)(Nc1nc2ccccc2nc1NCC1CCCO1)c1cccs1 (configuration not stated),i,i,i,i,i,i,i,i,i,i,i
Cn1cnc([N+](=O)[O-])c1Nc1ccccc1O,i,i,i,i,i,i,i,i,i,i,i
O=C(NC1CCN(C(=O)C2CCCCC2)CC1)c1ccccc1,i,i,i,i,i,i,i,i,i,i,i
Cc1cccn2c(=O)nc(SCC(=O)NCc3ccc4c(c3)OCO4)nc12,i,i,i,i,i,i,i,i,i,i,i
O=C(CSc1nc2ccccc2[nH]1)N1c2ccccc2Sc2ccccc21,i,i,i,i,i,i,i,i,i,i,i
